High-throughput results from PubChem.
HepG2 viability: qHTS for Inhibitors of TGF-b: Cytotox Counterscreen; Potency, µM (top dose mostly 46.1 µM), inactives show at the highest dose activity change, negative = cytotoxicity, hits mostly cytotoxic; HepG2 CAGA-GFP viability, ATP luminescence, 18 h; AID 588856, 2011; hit rate 0.76% among 410,000; note: potency is the fitted concentration of half-maximal effect; some results filed as inactive show a strong effect at the top dose
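CellTiter-Glo luminescence gave cytotoxicity after 18 hours at 37 degrees C. The cells were HepG2 CAGA-GFP in 1% FBS DMEM, stimulated with 500 pg/mL TGF-beta after compound addition. %Activity was normalised to no-cell wells (complete cell-killing) and DMSO (no toxicity), and curves were fitted and classified.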
A549 tox: Nrf2 qHTS screen for inhibitors: counterscreen for cytotoxicity; A549 ARE-Fluc cells, CellTiter-Fluor viability, 18-24 h; Potency, µM (titrated, usually from 46 µM), inactives show top-dose activity change, negative = cytotoxicity, hits mostly inhibitors; hit rate 0.16% among 390,000; note: potency is the fitted concentration of half-maximal effect; % is set by controls: 0 for no effect and ±100 for the full control effect
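Cytotoxicity counterscreen: CellTiter-Fluor fluorescence was measured in A549 ARE_Fluc cells after 18-24 h of compound exposure in a concentration series. The subsequent BugLite luminescent read reports ARE-luciferase activity.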
ATXN2 expr inh: Primary qHTS for Inhibitors of ATXN expression | HEK-293 ATXN2-luciferase reporter, luminescence, 24 h | AID 1745845, 2022 | hit rate 0.72% among 360,000 | Potency, µM (titrated, usually from 57 µM), for the others: at the highest dose activity change, negative = inhibition, usual class: inhibitors; note: potency is the fitted concentration of half-maximal effect; % is set by controls: 0 for no effect and ±100 for the full control effect; nearly all actives have a fitted effect of over 55% in size
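ATXN2-luciferase reporter cells (luciferase flanked by upstream and downstream ATXN2 gene portions) were treated 24 h at 37 °C with compounds at up to 57 uM. SteadyGlo luminescence gave expression; GF-AFC fluorescence gave viability.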
S2 tox: Viability Counterscreen for Primary qHTS for Inhibitors of ATXN expression; S2 cells (HEK-293 line with an ATXN2-luciferase reporter) viability, CellTiter-Fluor protease fluorescence, 24 h; Potency, µM (top dose mostly 56.7 µM), actives largely listed as cytotoxic; hit rate 0.49% among 400,000; AID 651635, 2014; note: potency is the fitted concentration of half-maximal effect; nearly all actives have a fitted effect of over 40% in size
MCF10A rerep: A quantitative high throughput screen for small molecules that induce DNA re-replication in MCF 10a normal breast cells. hit rate 2.9% among 350,000. Potency, µM (series often up to 46.1 µM), without a hit: at the top dose activity, positive = re-replication, most hits filed as activators. MCF 10A DNA re-replication, Hoechst nuclear intensity, 48 h; note: potency is the fitted concentration of half-maximal effect; % of control where 0% means no effect; nearly all actives have a fitted effect of over 50% in size
TGFb inhibitor: qHTS for Inhibitors of TGF-b | hit rate 1.2% among 410,000 | Potency, µM (doses to about 46.1 µM), without a hit: top-dose activity, negative = inhibition, hits mostly inhibitors | HepG2 CAGA-GFP TGF-b/SMAD3 reporter, GFP fluorescence, 18 h; TGF-beta stimulated, 500 pg/mL final; note: potency is the fitted concentration of half-maximal effect; % is set by controls: 0 for no effect and ±100 for the full control effect; nearly all actives have a fitted effect of over 65% in size
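GFP signal (ex488/em500-530) from TGF-beta-stimulated HEPG2 CAGA-GFP cells, 500 pg/mL final, 18 h at 37 degrees C in DMEM plus 1% FBS, normalized to unstimulated and DMSO-stimulated controls.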
Nrf2 ARE act: qHTS of Nrf2 Activators; hit rate 0.31% among 410,000; AREc32 ARE-luciferase reporter (MCF7-derived line), luminescence, 24 h; Potency, µM (series often up to 46.1 µM), without a hit: at the top dose activation, actives largely listed as activators; AID 624171, 2012; note: potency is the fitted concentration of half-maximal effect; % of control where 0% means no effect; nearly all actives have a fitted effect of over 65% in size
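For detection, Steady-Glo was added and plates sat 30 min at RT; before that, AREc32_Fluc cells grown overnight in OPTI-MEM/5% FBS had been treated with 23 nL compound for 24 hr at 37 deg C.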
IL-1B inflam inh: qHTS for Inhibitors of Inflammasome Signaling: IL-1-beta AlphaLISA Primary Screen | THP-1 LPS/ATP IL-1B secretion, AlphaLISA, 16 h; hits give low values | activity change, % at 57.5 µM | hit rate 4.7% among 360,000 | AID 743279, 2014; in the data active = activity change below about -50%; inconclusive = mostly about -30% to -49%; note: % is set by controls: 0 for no effect and ±100 for the full control effect
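THP-1 cells pretreated 1 hr with compounds (up to 57.5 uM final), then stimulated with LPS (250 ng/mL final) plus ATP (1.25 mM final); secreted IL-1B measured by AlphaLISA after 16 hr, decreased signal indicating inhibition.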
Nrf2 inh: Nrf2 qHTS screen for inhibitors | Potency, µM (highest dose often 46 µM), inactives show top-dose activity change, negative = inhibition, most hits filed as inhibitors | hit rate 2.1% among 360,000 | A549 ARE-Fluc reporter, luciferase luminescence, 18-24 h; note: potency is the fitted concentration of half-maximal effect; % is set by controls: 0 for no effect and ±100 for the full control effect; nearly all actives have a fitted effect of over 60% in size
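Quantitative HTS in A549 cells stably bearing an antioxidant response element-firefly luciferase construct. Inhibition of Nrf2-driven transcription was scored by luminescence after 18-24 h of compound exposure at 37 °C.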
* hit, by the source's call; i = inactive; ? = inconclusive; . = not tested or not shown; [ ] = remark or other dose. Unless noted, calls come from the whole dose curve; as a rule, active = well fitted curve in the direction sought with a large enough effect; inconclusive = small, poorly fitted or top-dose-only effect, or another doubt; inactive = no such curve, though single readings can be large; an effect the other way counts as inactive or inconclusive.

SMILES	HepG2 viability	A549 tox	ATXN2 expr inh	S2 tox	MCF10A rerep	TGFb inhibitor	Nrf2 ARE act	IL-1B inflam inh	Nrf2 inh
Cc1ccc(-n2c(SCC(=O)N(C)C)nnc2-c2ccco2)cc1	-12%	15%	.	i	-11%	-2%	-0.1%	-5	3%
COc1ccc(N(CC(=O)NCc2ccc(F)cc2)C(=O)c2snc(C(N)=O)c2N)cc1	-1%	-18%	2%	i	1%	24%	-0.5%	20	1%
COCCn1c(C)cc(C(=O)CSc2nnc(C)s2)c1C	-4%	-2%	5µM*	i	?	12%	-1.4%	5	15µM*
N#CCCN1CCN(CCC#N)c2ccccc21	1%	4%	-6%	i	5%	0%	-2.1%	-7	-14%
Cc1cc(C=O)c(C)n1-c1cc(C(=O)O)cc(C(=O)O)c1	1%	-4%	2%	i	-1%	0%	-0.3%	-4	-11%
Nc1c(C=C2C=CC(=O)C=C2)c(=O)nc2sc(CC(=O)N3CCOCC3)nn12	-13%	-17%	-7%	i	6%	-3%	-1.0%	29	-7%
O=C(NCCCN1CCCCC1)c1ccc2c(c1)NC(=O)C(N1CCCCC1)S2 (stereo unspecified)	-14%	?	3%	i	-2%	6%	-0.3%	-1	-4%
O=C(CCS(=O)(=O)c1cc(Br)cc2c1N(C(=O)C1CC1)CC2)NCc1ccc(Cl)cc1	-9%	3%	-6%	i	.	?	6.0%	.	-25%
O=C(COC(=O)Cc1ccc(Cl)cc1)Nc1c(F)cccc1F	15%	-6%	-11%	i	-1%	2%	0.0%	-1	-9%
CC(C)N(CC(O)COc1ccc(CC(N)=O)cc1)CC(O)COc1ccc(CC(N)=O)cc1 (stereo unspecified)	-4%	0%	8%	?	0%	0%	0.2%	19	9%
Cc1noc(C)c1COc1ccccc1C(=O)NCCc1ccc(S(N)(=O)=O)cc1	6%	-2%	0%	i	-5%	4%	-0.8%	27	8%
CCC(C(=O)Nc1ccc2c(c1)OCCO2)n1c(=O)[nH]c2ccccc2c1=O (stereo unspecified)	4%	1%	-25%	i	-1%	-2%	-0.5%	19	17%
CCn1c(SCC(=O)NCc2ccco2)nnc1-c1ccc(N)cc1	12%	1%	-7%	i	-3%	27%	-0.3%	-5	-19%
CCc1ccc(NC(=O)CSc2nc3cc(C(=O)OC)ccc3c(=O)n2Cc2ccco2)cc1	-1%	11%	5%	i	-182%[0.0737 µM]	-5%	0.3%	-8	-1%
CC(=O)c1ccc(NC(=O)C2CCC(CNS(=O)(=O)c3ccc(Br)s3)CC2)cc1 (stereo unspecified)	10%	2%	-2%	i	.	1%	-1.0%	.	8%
Cc1c(C(=O)O)sc2nc(/C=C/c3cccc(F)c3)[nH]c(=O)c12	-19%	3%	41%[activator]	i	18µM*	-14%	23%	35	16%
CC1CCC(=NNC(=O)c2ccccc2-n2cccc2)CC1 (stereo unspecified)	9%	0%	1%	i	22%	-3%	2.3%	0	17%
O=C(O)COn1c(-c2ccccc2)nc2ccc([N+](=O)[O-])cc21	2%	0%	38%[activator]	i	-7%	-6%	?	28	-6%
CCN1C(=O)/C(=C/C=C2/Sc3ccccc3N2CCO)SC1=S	0%	?	-16%	i	0%	-10%	2.2%	-20	?
COC1CCCN(Cc2c(C(=O)N3CCc4ccccc4C3)nc3ccc(Cl)cn23)C1 (stereo unspecified)	-46%	0%	9%	i	0%	11%	-0.2%	0	0%
COc1ccc(CN(Cc2ccco2)c2cnc(S(C)(=O)=O)nc2C(=O)Nc2ccc(C)cc2C)cc1	-3%	2%	3%	i	.	16%	0.3%	.	-11%
COc1nc(OC)nc(N2CCC(C(=O)NCc3ccc(F)cc3)CC2)n1	-5%	-2%	5%	i	13%	8%	0.5%	19	11%
O=C1N[C@@H](Cc2c[nH]c3ccccc23)COC(=O)[C@H](Cc2ccc(F)cc2)C/C=C\C[C@H]1CC(=O)N(CCO)Cc1ccccc1	-8%	?	?	?	32%	?	-2.8%	-21	26µM*
CCOc1ccc(NC(=O)c2ccc(N3CC4CC(C3)c3cccc(=O)n3C4)c(N)c2)cc1 (stereo unspecified)	6%	-2%	-16%	i	5%	10%	-0.6%	67	-27%
CCOc1ccccc1N1CCN(CC(=O)NC(=O)NCc2ccco2)CC1	3%	2%	-1%	i	8%	-19%	0.1%	5	1%
O=c1[nH]cnc2c1C1(CCCC1)Cc1ccccc1-2	3%	0%	11%	i	-2%	9%	0.1%	13	.
COc1ccc(S(=O)(=O)c2c(O)c3ccc(C(=O)NCc4ccccc4)cc3[nH]c2=O)cc1	-27%	8%	3%	i	.	-20%	0.0%	.	-1%
CC(C)c1cc(C(=O)N2CCCC(Nc3ccc(F)cc3)C2)n[nH]1 (stereo unspecified)	3%	0%	2%	i	-7%	-15%	3.5%	0	11%
Cc1n[nH]c(C)c1NC(=O)CN1CCN(S(=O)(=O)c2ccc(C(F)(F)F)cc2)CC1	-60%	12%	-19%	i	15%	-10%	1.8%	-23	-3%
COC1(OC)N=C(N)C2(C#N)C(c3ccc(C)cc3)C12C#N (stereo unspecified)	-13%	-14%	-6%	i	19%	-1%	-0.1%	5	-6%
CCN1CCN(C(c2cc(OC)c(OC)c(OC)c2)c2nnnn2C(C)C)CC1 (stereo unspecified)	7%	-2%	3%	i	0%	?	-0.1%	13	-1%
N#Cc1ccc(C(=O)NCC(c2ccco2)N2CCCCC2)cc1 (stereo unspecified)	3%	-3%	4%	i	-4%	-6%	-0.1%	8	.
C/C(O)=C(/C=Nc1ccccc1)C(=O)Nc1ccccc1	-8%	9%	58%[activator]	i	-12%	-4%	7.1%[9.22 µM]	15	5%
Cc1c(Cl)cccc1N=C(N)N=C(N)N	0%	2%	-13%[11.3 µM]	i	-4%	-10%	0.2%	-5	-5%
CC(Oc1ccc2ccc(=O)oc2c1)C(=O)NCC1CCC(C(=O)O)CC1 (stereo unspecified)	6%	7%	7%	i	-5%	-11%	-0.7%	13	9%
Cc1ccc(N2C(=O)c3ccccc3NC2c2ccccc2O)cc1 (stereo unspecified)	-12%	2%	.	i	-5%	6%	-0.5%	-24	?
CCCCC(C(=O)NC(C)(C)C)N(Cc1ccccc1Cl)C(=O)c1snc(C(N)=O)c1N (stereo unspecified)	-9%	-2%	-34%	?	?	?	8.0%	14	-23%
Cc1ccc(C)c(N2CCN(CCCNC(=O)c3nnc(Cc4ccc(F)cc4Cl)o3)CC2)c1	-104%	-14%	.	.	.	?	-0.4%	.	?
CCCCn1c(=N)c(S(=O)(=O)c2ccc(C)cc2)cc2c(=O)n3cc(C)ccc3nc21	3%	15%	.	.	.	-6%	-0.1%	.	.
C=CCc1cc(Cl)ccc1OC(=O)Nc1cccc(Cl)c1	-25%	0%	3%	i	?	-24%	-0.2%	-13	1%

10 entries out of the list, sorted by molecular weight, lowest first.
SMILES	HepG2 viability	A549 tox	ATXN2 expr inh	S2 tox	MCF10A rerep	TGFb inhibitor	Nrf2 ARE act	IL-1B inflam inh	Nrf2 inh
O=c1[nH]cnc2c1C1(CCCC1)Cc1ccccc1-2	3%	0%	11%	i	-2%	9%	0.1%	13	.
COC1(OC)N=C(N)C2(C#N)C(c3ccc(C)cc3)C12C#N (stereo unspecified)	-13%	-14%	-6%	i	19%	-1%	-0.1%	5	-6%
CC(C)c1cc(C(=O)N2CCCC(Nc3ccc(F)cc3)C2)n[nH]1 (stereo unspecified)	3%	0%	2%	i	-7%	-15%	3.5%	0	11%
CC(Oc1ccc2ccc(=O)oc2c1)C(=O)NCC1CCC(C(=O)O)CC1 (stereo unspecified)	6%	7%	7%	i	-5%	-11%	-0.7%	13	9%
CCN1CCN(C(c2cc(OC)c(OC)c(OC)c2)c2nnnn2C(C)C)CC1 (stereo unspecified)	7%	-2%	3%	i	0%	?	-0.1%	13	-1%
CCCCn1c(=N)c(S(=O)(=O)c2ccc(C)cc2)cc2c(=O)n3cc(C)ccc3nc21	3%	15%	.	.	.	-6%	-0.1%	.	.
CCOc1ccc(NC(=O)c2ccc(N3CC4CC(C3)c3cccc(=O)n3C4)c(N)c2)cc1 (stereo unspecified)	6%	-2%	-16%	i	5%	10%	-0.6%	67	-27%
COc1ccc(S(=O)(=O)c2c(O)c3ccc(C(=O)NCc4ccccc4)cc3[nH]c2=O)cc1	-27%	8%	3%	i	.	-20%	0.0%	.	-1%
Cc1ccc(C)c(N2CCN(CCCNC(=O)c3nnc(Cc4ccc(F)cc4Cl)o3)CC2)c1	-104%	-14%	.	.	.	?	-0.4%	.	?
COc1ccc(CN(Cc2ccco2)c2cnc(S(C)(=O)=O)nc2C(=O)Nc2ccc(C)cc2C)cc1	-3%	2%	3%	i	.	16%	0.3%	.	-11%

Rewritten bar-delimited: entries from further up
structure | HepG2 viability | A549 tox | ATXN2 expr inh | S2 tox | MCF10A rerep | TGFb inhibitor | Nrf2 ARE act | IL-1B inflam inh | Nrf2 inh
CCCCC(C(=O)NC(C)(C)C)N(Cc1ccccc1Cl)C(=O)c1snc(C(N)=O)c1N (stereo unspecified) | -9% | -2% | -34% | ? | ? | ? | 8.0% | 14 | -23%
Cc1ccc(C)c(N2CCN(CCCNC(=O)c3nnc(Cc4ccc(F)cc4Cl)o3)CC2)c1 | -104% | -14% | . | . | . | ? | -0.4% | . | ?
